Bioassay records: PubChem, The Scripps Research Institute Molecular Screening Center
CHO parental Ca – ATP-evoked calcium signal inhibitors, parental CHO, primary screen, counter-screen for OX1R antagonist project, cell-based, fluorescence, Fluo-8 calcium dye | parental CHO-K1, ATP-induced calcium, Fluo-8 fluorescence | inhibition, % at 5.6 µM | actives 0.63% (n = 330,000) | AID 463079, 2010;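 active = inhibition above that plate's mean sample inhibition plus 3 SD, cut at about 26% in these data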;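 note: 0% = ATP-challenged DMSO wells and 100% = DMSO wells without ATP; some compounds past the cut are filed as inactive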
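Material – parental CHO cells · Reagent – ATP stimulus · Compound – single nominal dose of 5.6 µM per compound · Detection – Fluo-8 fluorescence · Read-out basis – percent inhibition of calcium signal · Controls – ATP-challenged DMSO wells low, unchallenged DMSO wells high · Repeats – no replicates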
TAAR1 antagonist – human TAAR1 antagonists, primary screen, Fluo-8 calcium fluorescence, CHO RD-HGA16 cells; antagonist; inhibition, % at 3 µM; actives 1.5% (n = 360,000); AID 624466, 2012;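 active = inhibition above a per-plate cutoff, the mean inhibition of test compounds on that plate plus 3 SD, cut at about 49% in these data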;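 note: 0% = DMSO plus EC80 beta-PEA response and 100% = DMSO alone without agonist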
Target sequence (Q96RJ0 whole entry, looked up): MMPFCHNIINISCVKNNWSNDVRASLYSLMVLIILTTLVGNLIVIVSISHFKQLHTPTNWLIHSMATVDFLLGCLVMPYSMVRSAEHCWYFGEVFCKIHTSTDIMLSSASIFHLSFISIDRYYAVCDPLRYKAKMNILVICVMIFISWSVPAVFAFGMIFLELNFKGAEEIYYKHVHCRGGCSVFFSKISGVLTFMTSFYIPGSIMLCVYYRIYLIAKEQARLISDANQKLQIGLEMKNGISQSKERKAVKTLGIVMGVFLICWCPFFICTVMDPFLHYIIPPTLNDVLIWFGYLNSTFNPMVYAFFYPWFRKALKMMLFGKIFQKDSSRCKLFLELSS
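Test system – hTAAR1-expressing CHO RD-HGA16 cells, Gα16-coupled · Also added – β-PEA at EC80 concentration, post-compound challenge · Compound – 3 µM, single point · Incubation – dye loading 75 min at 37 °C, then 30 min room temperature · Measured by – Fluo-8 intracellular calcium dye fluorescence, real-time kinetic reads · Benchmarks – vehicle and agonist controls · Replicates – singlicate, one well per test compound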
OXTR potentiator – human OXTR potentiators, primary screen, fluorescence, CHO-OTR cells, Fluo-8 calcium; Fluo-8 calcium fluorescence, potentiator mode; 0% = oxytocin EC15, 100% = EC100; actives 0.061% (n = 320,000); Oxytocin receptor (Homo sapiens), P30559; activation, % at 3 µM;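 active = activation above that plate's cutoff, the mean activation of tested compounds plus 3 SD, cut at about 6.6% in these data, passing the limit was not always enough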;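 note: 100% uses oxytocin at 75 nM as the full agonist control; some results filed as inactive read as strong as hits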
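System: human OTR in CHO cells / Also added: sub-maximal oxytocin, roughly EC15 / Control set: EC15 oxytocin low, 75 nM oxytocin high / Schedule: 6 min compound pre-incubation at room temperature, 100 s kinetic read / Compound: single-point 3.0 µM / Replication: singlicate / Technique: Fluo-8 calcium dye fluorescence / Read-out basis: % activation of max/min ratio relative to oxytocin controls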
CHO-K1 Ca PAM – nonselective calcium activators in parental CHO-K1 cells, primary screen, counter-screen for M1 PAM project, cell-based, Fluo-8 calcium fluorescence, full deck, 1536-well; ATP EC20; 0% at ATP EC20, 100% at ATP max; activation, % at 3 µM; actives 0.02% (n = 360,000);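 active = activation above the run cutoff, the mean activation of all test compounds plus 3 SD, cut at about 40% in these data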;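 note: peak over basal fluorescence ratio in a 140 s read after ATP addition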
CHO-K1 Ca antag – nonselective inhibitor or artifact in parental CHO-K1 cells | ATP-induced calcium, Fluo-8 fluorescence | inhibition, % at 3 µM | actives 0.6% (n = 360,000) | AID 602250;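 active = inhibition above a per-plate cutoff, the plate's mean sample inhibition plus 3 SD, cut at about 24% in these data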;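 note: 0% = DMSO plus EC80 ATP and 100% = DMSO alone without ATP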
CHRM1 antagonist – human M1 muscarinic receptor antagonists, primary screen, CHO-K1 cells, Fluo-8 calcium fluorescence, 1536-well. Muscarinic acetylcholine receptor M1 (Homo sapiens), P11229. CHO-K1 hM1, ACh EC80 antagonist. inhibition, % at 3 µM. actives 1.3% (n = 360,000). AID 588852, 2011;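 active = percent inhibition above its own plate's cutoff, namely the mean of that plate's compound wells plus 3 SD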;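 note: peak over basal fluorescence ratio during 140 s after agonist addition; 0% = ACh EC80 plus DMSO and 100% = DMSO alone without agonist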
Target sequence (P11229 whole entry, looked up): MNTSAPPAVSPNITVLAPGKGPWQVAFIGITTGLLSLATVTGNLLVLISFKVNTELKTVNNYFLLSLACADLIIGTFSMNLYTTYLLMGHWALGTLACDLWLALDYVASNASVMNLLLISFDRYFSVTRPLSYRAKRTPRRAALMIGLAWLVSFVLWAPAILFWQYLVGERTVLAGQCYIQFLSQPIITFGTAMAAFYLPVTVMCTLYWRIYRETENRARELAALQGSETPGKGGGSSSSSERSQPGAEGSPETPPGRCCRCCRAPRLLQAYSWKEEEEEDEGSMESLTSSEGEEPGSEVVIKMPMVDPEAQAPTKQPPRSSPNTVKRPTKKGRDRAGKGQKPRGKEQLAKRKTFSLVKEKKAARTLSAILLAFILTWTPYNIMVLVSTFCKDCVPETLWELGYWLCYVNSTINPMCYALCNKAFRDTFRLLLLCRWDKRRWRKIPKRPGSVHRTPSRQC
TAAR1 agonist – human TAAR1 agonists, primary screen, Fluo-8 calcium fluorescence, CHO RD-HGA16 cells | AID 624467, 2012 | Trace amine-associated receptor 1 (Homo sapiens), Q96RJ0 | actives 0.99% (n = 360,000) | activation, % at 3 µM | vehicle wells 0%, saturating PEA agonist 100%;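 active = activation above the mean activation of all test compounds in the run plus 3 SD, cut at about 38% in these data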
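Test system: RD-HGA16 (CHO) cells co-expressing Gα16 and hTAAR1; dosing: one-point dosing at 3 µM (nominal); timing: 17-24 h seeding, 75 min 37 °C dye, 30 min RT; signal: kinetic Fluo-8 calcium fluorescence; read-out basis: % activation relative to PEA EC100 response; controls: DMSO and PEA EC100; replicates: n 1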
CHO-K1 Ca ag – counter-screen for M1 agonists: effect in parental CHO-K1 cells; Fluo-8 calcium fluorescence; scaled to maximal ATP response, vehicle zero; activation, % at 3 µM; actives 0.48% (n = 360,000); in the data active = activation above about 15%;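 note: untransfected CHO-K1 host cells lacking M1 receptor as counterscreen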
CHRM1 agonist – human M1 muscarinic receptor agonists, primary screen, Fluo-8 calcium fluorescence, CHO-K1 cells, HTS; CHO-K1 hM1, agonist mode; 0% DMSO, 100% acetylcholine EC100; actives 0.33% (n = 360,000); activation, % at 3 µM;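 active = activation above the run's mean compound activation plus 3 SD, cut at about 16% in these data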;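 note: peak over basal fluorescence ratio within a 140 s kinetic read after compound addition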
The depositor's hits bear a star; · = no result given. Hits appear at their usual frequency. Share with any hit: about 4.2%.

SMILES	CHO parental Ca	TAAR1 antagonist	OXTR potentiator	CHO-K1 Ca PAM	CHO-K1 Ca antag	CHRM1 antagonist	TAAR1 agonist	CHO-K1 Ca ag	CHRM1 agonist
CCOC(=O)C1=NOC(C(=O)NN(C)c2ncc(C(F)(F)F)cc2Cl)C1 (stereo not given)	-10	5	2	14	-1	-8	9	0.7	-8
CC1CCCCC12NC(=O)N(CC(=O)N1CCN(S(=O)(=O)c3ccc4c(c3)CCC4)CC1)C2=O (stereo not given)	·	-29	·	-19	5	6	4	-0.1	-3
O=S(=O)(c1cccc2ccccc12)n1nnc2ccccc21	-9	-4	-10	·	·	·	8	·	·
O=C(O)c1cccc(S(=O)(=O)Nc2ccccc2-c2ccccc2)c1	-5	-11	-11	-1	-13	-7	3	-0.1	-5
Cc1ccc(-n2c(=O)cc(N3CCN(Cc4ccccc4)CC3)[nH]c2=O)cc1	-5	-5	-1	15	-6	-7	0	0.7	-4
O=c1c2c([nH]n1-c1ccccc1)CCSC2	-7	-1	-8	-4	-15	-5	-1	-0.2	0
COc1ccccc1NC(=O)C1CCN(C(=O)C2CC(=O)N(c3ccc(C)cc3)C2)CC1 (stereo not given)	-19	-4	-1	21	-11	-2	-1	-0.1	-5
CC(=O)N1c2ccccc2S(=O)(=O)c2c1ccc1ccccc21	·	-6	·	10	-13	-3	0	0.6	-3
CC1(C(=O)NS(=O)(=O)c2cccc(OC(F)F)c2)CCN1C(=O)C/C=C/c1ccccc1 (stereo not given)	·	7	·	15	-6	-4	-1	1.8	-4
O=C(COC(=O)c1ccccc1O)NCc1ccccc1Cl	-17	10	-6	6	-15	-8	-2	1.1	-2
Cc1cc([N+](=O)[O-])nn1CC(=O)NCc1ccccc1	-8	-15	-10	6	-3	-14	4	0.0	-2
CCOc1ccc(N(CC(=O)NC2CCCCC2)C(=O)Cn2nnc(-c3ccc(C)o3)n2)cc1	·	-23	·	-2	-32	-12	2	-0.7	1
O=C1N[C@@H](c2ccccc2)COC(=O)[C@@H](Cc2ccc(F)cc2)C/C=C\C[C@@H]1CC(=O)N(CCO)Cc1ccccc1	11	77*	-11	-10	8	32	39*	17*	4
COc1ccc(NC(=O)C2=NN(c3ccccc3)C(=O)CC2)cn1	-9	-19	-6	13	-12	14	2	0.1	-3
CC(C)CCN(C(=S)Nc1cccc(C(F)(F)F)c1)C(C)c1ccccn1 (stereo not given)	-3	1	-17	11	-4	22	-1	1.4	-3
C[C@H](CO)N1C[C@H](C)[C@@H](CN(C)C(=O)NC2CCCCC2)Oc2c(NS(=O)(=O)c3cn(C)cn3)cccc2C1=O	-17	-1	-2	0	-1	3	3	0.2	-3
O=C(NN=C1c2ccccc2-c2ccccc21)c1cccc(Br)c1	-7	-1	-11	-1	4	3	0	3.4	-6
CNC(=S)NCCc1ccc(OC)cc1	-3	-1	-2	27	-5	2	3	3.3	-5
N#C/C(=C\c1cn(CC(=O)N2CCCC2)c2ccccc12)C(=O)NCc1ccc2c(c1)OCO2	-23	8	-8	8	-6	-1	2	1.4	-6
O=C(NCC1CCCO1)c1ccc2c(=O)n(CCc3ccccc3)c(=O)[nH]c2c1 (stereo not given)	-16	5	-15	5	-3	13	10	1.3	-1
COc1cc([N+](=O)[O-])cc(/C=N/NC(=O)C(C)Nc2cccc3ccccc23)c1O (stereo not given)	-10	-5	0	-7	12	-2	-1	-0.8	-8
COc1ccc(C(=O)COC(=O)c2sc(C)nc2C)cc1Cl	-2	27	-9	-8	-10	15	11	9.6	0
CCC(=O)N1CCc2cc(Br)cc(S(=O)(=O)N(C)c3ccc(OC)cc3)c21	6	35	-15	6	-7	-6	7	7.7	-2
COc1ccc(NC(=O)NCc2cccnc2)cc1OC	13	8	8	-8	8	-8	2	0.0	-3
CCn1cc(C(=O)NCCCN2CCC(C)CC2)c(=O)c2cc(S(=O)(=O)N3CCCC3)ccc21	0	-3	3	22	-8	-7	1	0.6	-6
CSCCC(NS(=O)(=O)c1ccc2c(c1)OCCO2)C(=O)N(C)Cc1ccc(C)cc1 (stereo not given)	-14	63*	-12	-9	-2	11	11	9.5	0
CS(=O)(=O)N(CC(=O)Nc1ccccc1Cl)c1ccc(Cl)cc1	-9	-12	-7	15	-19	-2	4	1.9	-9
O=C(CSc1nnc(N2CCCC2)n1-c1cccc(Cl)c1)N1CCN(c2ccccn2)CC1	·	-4	·	16	-12	-13	0	1.6	-7
Cc1nc2ccc([N+](=O)[O-])cc2c(=O)n1Cc1ccccc1Br	-6	18	1	-3	10	-6	2	0.7	-4
O=C(CN1CCC(C(=O)c2cccc(Cl)c2)CC1)Nc1ccc(C(=O)O)cc1	6	-14	4	7	7	-1	3	0.0	-5
COc1ccc2cc(C(=O)O)n(CC(=O)c3ccccc3)c2c1	-14	7	-3	8	-10	8	-1	5.2	-6
CCCCC(c1nnnn1CC1CCCO1)N1CCN(c2nc3ccccc3s2)CC1 (stereo not given)	·	5	·	10	-5	-13	3	0.7	-8
Cc1ccc(C(=O)N2CCN(c3ccc(NC(=O)c4ccc5c(c4)OCCO5)cc3)CC2)cc1	-3	31	-8	5	-13	24	9	8.7	1
COCCNC(=O)/C(C#N)=C/c1cn(CC(=O)NCc2ccco2)c2ccccc12	-16	6	-12	4	3	-7	0	1.4	-8
NC(=O)c1ccc(NC(=O)COC(=O)CC2CC3CCC2C3)cc1 (stereo not given)	-6	-1	-7	13	-11	-17	8	1.4	6
O=C(CN1CCN(Cc2ccccc2)CC1)Nc1ccc(Br)cc1	-8	8	-7	-4	2	20	23	1.3	-10
CN(CC(=O)NCCc1ccc(F)cc1)Cc1cccs1	-8	-12	-5	24	-18	-11	3	0.4	-3
N#CC1=C(Nc2ccccc2Cl)SC(c2ccccc2O)NC1=O (stereo not given)	-9	-10	-10	-11	-5	-6	1	-0.1	-3
Cc1cc(C)c(C)c(S(=O)(=O)NCc2ccc(C(=O)N3CCCC3)cc2)c1C	-14	-11	-7	26	-11	-12	10	2.0	2
COc1ccc(C(=O)N/N=C(\C)CC(=O)Nc2ccc(N(C)C)cc2)c(OC)c1	-24	-16	-8	4	-14	-2	1	0.1	-2
Cc1ccccc1-c1nc2cc(N)ccc2o1	-5	3	-2	17	-8	-8	0	1.2	-7
Cc1ccc(S(=O)(=O)N2CCN(C(=O)c3ccccc3OCc3c(C)noc3C)CC2)cc1	-11	13	-4	10	-19	-7	1	0.5	-7
COc1cc(OC)cc(C(=O)N[C@H](C(=O)Nc2nnc(C3CC3)s2)C(C)C)c1	-36	-30	1	3	-4	7	0	-0.1	-8
O=c1c2ccccc2oc2nc(-c3ccco3)n(-c3ccccc3)c(=O)c12	-18	-2	-4	-11	8	2	9	-0.1	-3
CN(C1CCCCC1)S(=O)(=O)c1ccc(S(=O)(=O)N2CCN(CCC#N)CC2)cc1	-5	-7	0	16	-14	-12	1	0.1	-2
CCOC(=O)COc1ccc(/C=C2/C(=O)NN(c3ccc(F)cc3)C2=O)cc1OC	-9	-34	1	19	13	-19	3	0.4	3
COc1ccccc1CNC(=O)CCC(=O)Nc1nnc(C(C)C)s1	-10	4	0	25	-4	-11	1	0.5	-3
O=C(NCc1c(O)ccc2ccccc12)c1ccccc1	·	-7	·	11	-7	-1	3	1.1	-2
CC(C)CC1(C)NC(=O)N(CC(=O)Nc2ccccc2Br)C1=O (stereo not given)	-10	-11	1	16	-15	-7	0	0.6	-2
CC(Nc1ccccc1CO)C(=O)Nc1cccc(Cl)c1Cl (stereo not given)	-16	-19	6	13	-2	-11	-1	2.4	-3
O=C(COC(=O)c1cc(S(=O)(=O)N2CCCCC2)ccc1N1CCOCC1)NC1CCS(=O)(=O)C1 (stereo not given)	1	-8	-15	10	-11	-2	3	0.1	-2

Quoted from the listing, 8 compounds:
SMILES	CHO parental Ca	TAAR1 antagonist	OXTR potentiator	CHO-K1 Ca PAM	CHO-K1 Ca antag	CHRM1 antagonist	TAAR1 agonist	CHO-K1 Ca ag	CHRM1 agonist
O=c1c2ccccc2oc2nc(-c3ccco3)n(-c3ccccc3)c(=O)c12	-18	-2	-4	-11	8	2	9	-0.1	-3
CN(C1CCCCC1)S(=O)(=O)c1ccc(S(=O)(=O)N2CCN(CCC#N)CC2)cc1	-5	-7	0	16	-14	-12	1	0.1	-2
CCOC(=O)COc1ccc(/C=C2/C(=O)NN(c3ccc(F)cc3)C2=O)cc1OC	-9	-34	1	19	13	-19	3	0.4	3
COc1ccccc1CNC(=O)CCC(=O)Nc1nnc(C(C)C)s1	-10	4	0	25	-4	-11	1	0.5	-3
O=C(NCc1c(O)ccc2ccccc12)c1ccccc1	·	-7	·	11	-7	-1	3	1.1	-2
CC(C)CC1(C)NC(=O)N(CC(=O)Nc2ccccc2Br)C1=O (stereo not given)	-10	-11	1	16	-15	-7	0	0.6	-2
CC(Nc1ccccc1CO)C(=O)Nc1cccc(Cl)c1Cl (stereo not given)	-16	-19	6	13	-2	-11	-1	2.4	-3
O=C(COC(=O)c1cc(S(=O)(=O)N2CCCCC2)ccc1N1CCOCC1)NC1CCS(=O)(=O)C1 (stereo not given)	1	-8	-15	10	-11	-2	3	0.1	-2
